# MITF TRPM1 HTS: MITF TRPM1 promoter activation in melanoma cells. SK-MEL-5 TRPM1-promoter luciferase, 24 h; % of positive control, neutral wells = 0. activation, % at 12.5 µM. 300,000 compounds, 0.75% hits;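 active means mean activation of at least 80% with every replicate also reaching 80%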;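 further: 0% = neutral control wells and 100% = parthenolide positive control wells; values of inactives mirror those of a sister screen read the other way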
# AddAB inh: less growth of phage-infected E. coli with AddAB. AID 435030. 330,000 compounds, 0.29% hits. inhibition, % at 11.9 µM. E. coli expressing H. pylori AddAB, absorbance growth; in the data active means inhibition above about 12%;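 further: 0% = vehicle wells of infected cells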
# CAL PDZ FP-1: inhibitors of human CAL PDZ peptide binding. purified CAL PDZ, TMR-peptide fluorescence polarization, 1 h. Q9HD26. AID 602252. inhibition, % at 24.9 µM. 300,000 compounds, 0.92% hits;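 active means mean inhibition of at least 30% with at least half of replicates also reaching 30%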;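 further: 0% = DMSO neutral control and 100% = excess unlabeled competitor peptide PRC23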
# Tat transport: E. coli Tat transport inhibition | 340,000 compounds, 0.036% hits | E. coli MC4100 TorA-mCherry Tat export, fluorescence | AID 488895 | inhibition, % at 10 µM;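 active means mean replicate inhibition at least 50% and at least half of replicates individually reaching 50%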;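 further: exported cargo escapes ClpAP degradation while cytoplasmic cargo is degraded and loses fluorescence; 0% = median of neutral control wells and 100% = median of NaSCN control wells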
# SR-BI uptake up: enhances SR-BI lipid uptake from DiI-HDL; activation, % at 12.5 µM; 320,000 compounds, 0.096% hits; CHO ldlA[mSR-BI] cells, DiI-HDL uptake fluorescence, 3 h; 100 = double the neutral-control signal;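 active means mean replicate activation of at least 60% and every replicate at or above 60%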;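 further: 0% = median plate neutral-control signal and 100% = twice that signal; values of inactives mirror those of a sister screen read the other way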
#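 Test system: SR-BI-overexpressing, LDLR-lacking CHO cells; Also added: labelled HDL, 10 µg/mL; Measured by: bottom-read cell fluorescence after medium removal, ex 550/em 595 nm; Timing: 3 h uptake period with compound, 37 °C; Buffer or medium: F12, 0.5% BSA, 25 mM HEPES; Doses: single compound concentration, delivered by pin transfer.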
# phage Ecoli inh: E. coli growth loss with phage present | AID 651602 | inhibition, % at 11.9 µM | 360,000 compounds, 0.26% hits | growth absorbance; in the data active means inhibition above about 11%
# CAL PDZ FP-2: inhibitors of human CAL PDZ peptide binding; Q9HD26; purified CAL PDZ, TMR-peptide fluorescence polarization, 1 h; inhibition, % at 20 µM; 330,000 compounds, 0.02% hits; AID 504414;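 active means highest replicate inhibition of at least 40%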;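 further: plate controls were DMSO neutral control wells for no effect and unlabeled competitor peptide control wells for full effect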
#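 Test system: tagged CAL PDZ domain / Buffer or medium: sodium phosphate/NaCl buffer pH 7.4 with TCEP, IgG, Thesit / Reagent: TMR-labelled reporter peptide T*-PRC34 bound in PDZ groove / Compound dosing: single point, 20 µM / Schedule: 1 h incubation at room temperature before polarization reading / Technique: fluorescence polarization (mP) / Benchmarks: unlabelled peptide, DMSO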
# Wnt act: activates Wnt/beta-catenin signaling in a reporter cell assay; AID 743398; activator, plate reader; 300,000 compounds, 1.2% hits; activation, % at 9.35 µM; in the data active means activation above about 30%, passing the limit was not always enough;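 further: 0% = neutral control wells and 100% = positive control wells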
# SR-BI DiI inh: blocks mouse SR-BI lipid uptake from DiI-HDL; 320,000 compounds, 0.96% hits; ldlA[mSR-BI] CHO cells, DiI-HDL uptake fluorescence, 3 h; inhibition, % at 12.5 µM; Q61009;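 active means mean replicate inhibition of at least 70% and a set share of replicates each scoring 70 or more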;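 further: 0% = median of neutral control wells and 100% = median of positive control wells; values of inactives mirror those of a sister screen read the other way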
# Target sequence (Q61009 whole entry, looked up): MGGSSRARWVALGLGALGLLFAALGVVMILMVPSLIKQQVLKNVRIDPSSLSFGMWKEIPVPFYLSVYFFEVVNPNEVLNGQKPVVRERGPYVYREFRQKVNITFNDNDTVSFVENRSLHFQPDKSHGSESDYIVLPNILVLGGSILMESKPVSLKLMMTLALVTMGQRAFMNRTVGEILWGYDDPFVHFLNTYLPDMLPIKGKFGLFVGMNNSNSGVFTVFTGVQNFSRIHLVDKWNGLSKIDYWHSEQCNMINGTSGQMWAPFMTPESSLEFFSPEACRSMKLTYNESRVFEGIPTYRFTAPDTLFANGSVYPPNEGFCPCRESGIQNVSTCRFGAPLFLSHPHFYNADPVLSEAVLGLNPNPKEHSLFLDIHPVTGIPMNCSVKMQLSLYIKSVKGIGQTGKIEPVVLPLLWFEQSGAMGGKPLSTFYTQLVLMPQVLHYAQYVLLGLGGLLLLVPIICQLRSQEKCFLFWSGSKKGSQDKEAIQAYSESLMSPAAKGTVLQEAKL
# Ecoli viability: counter-screen for AddAB inhibitors: E. coli growth inhibition; AID 449728; inhibition, % at 11.9 µM; E. coli V3065 growth, OD600 absorbance, 18 h; 330,000 compounds, 0.27% hits;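 active means inhibition above the campaign's mean inhibition across all tested compounds plus 3 SD, cut at about 9.9% in these data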;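 further: uninfected addAB+ strain grown without phage in ampicillin broth; 0% = DMSO wells and 100% = ciprofloxacin 0.95 µg/ml wells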
# * = called active by the depositor; x = not tested or not shown.
# Second line of a record – MITF TRPM1 HTS	AddAB inh	CAL PDZ FP-1	Tat transport	SR-BI uptake up	phage Ecoli inh	CAL PDZ FP-2	Wnt act	SR-BI DiI inh	Ecoli viability
COC(=O)c1c(C)[nH]c(C)c1C(C)=O
 : x	4.8	4.1	-2.3	3.7	3.5	-4.1	-1.1	-3.7	0.3
Nn1cnnc1N/N=C/c1ccc(Cl)cc1Cl
 : -7.1	x	-1.0	-6.6	-5.1	0.6	-1.4	1.7	5.1	x
CC(C)Cn1nc(C(=O)Nc2cccc(S(=O)(=O)N3CCCC3)c2)c2ccccc2c1=O
 : 9.9	1.9	-4.7	7.9	-54.2	5.6	-2.9	-3.4	54.2	0.1
CC(C)=CC(=O)Nc1ccc(Br)cc1
 : 107.2*	-0.6	-3.5	12.7	3.0	4.4	-2.6	-2.7	-3.0	-1.2
O=c1oc(CCO)cc2ccc(-c3ccc4[nH]ccc4c3)cc12
 : 116.6*	-0.8	-1.4	3.3	-0.5	4.0	-0.2	43.2*	0.5	-1.1
CCOC(=O)C(CCCCCCP(=O)(c1ccccc1)c1ccccc1)NC(C)=O (centres undefined)
 : -7.3	1.4	-2.8	10.0	-4.5	3.0	0.0	-0.2	4.5	-0.2
Cc1ccc(CN2CC(C(=O)O)CC2=O)cc1 (centres undefined)
 : x	1.5	-6.9	1.2	1.2	2.3	-1.6	x	-1.2	0.2
O=C(Nc1cccc(-c2cn3cccnc3n2)c1)Nc1ccccc1F
 : 16.5	-0.1	-1.2	-1.7	-53.1	2.8	-2.2	-1.0	53.1	0.7
CCN(CC)CCCN1C(=O)C(O)=C(C(=O)c2ccco2)C1c1ccc(OC(C)C)cc1 (centres undefined)
 : 3.8	0.9	87.8*	-10.9	37.6	-0.6	-1.8	x	-37.6	-1.5
FC(F)(F)c1ccc(N2CCN(c3cc(-c4ccccc4)nc4ncnn34)CC2)nc1
 : -5.0	0.4	-2.3	-9.8	-2.5	3.9	-2.6	x	2.5	1.1
CC(C)(C)c1ccc(NC(=O)CSc2n[nH]c(=O)n2C2CC2)cc1
 : 12.1	-0.7	x	4.7	-7.4	0.7	-1.7	1.6	7.4	-0.3
CSc1cccc(CN2CCC(CCC(=O)NC3CC3)CC2)c1
 : x	1.9	-1.9	-9.4	-8.6	0.5	-0.1	14.0	8.6	1.9
Cc1ccc(S(=O)(=O)N2CCN(CC(=O)NC(=O)NCc3ccccc3)CC2)cc1C
 : -2.9	-0.7	-0.5	-11.4	-3.3	0.9	-1.9	-2.2	3.3	-0.7
Cc1cccnc1Nc1nc(-c2ccc(F)cc2)cs1
 : x	-1.9	-6.1	-4.6	-28.9	1.0	0.6	-3.8	28.9	-1.9
Cc1cccc(C(=O)NCCNC(=O)c2cccc(C)c2)c1
 : 0.7	-3.1	-4.9	14.7	-13.9	3.0	-3.4	1.3	13.9	0.1
COc1ccc(NC(=O)C2CCCN2S(=O)(=O)c2ccc(C)cc2)cc1 (centres undefined)
 : -2.8	-0.5	0.2	1.4	29.4	3.3	-0.4	-4.0	-29.4	1.2
Cc1cc(NC(=O)c2cccc(Br)c2)n[nH]1
 : 55.8	5.3	-2.8	-0.2	-11.3	2.1	-0.8	25.2	11.3	3.8
O=C(CSc1ccccn1)N1CCN(C(=O)CSc2ccccn2)CC1
 : 1.1	2.0	-0.5	16.0	18.2	3.4	0.1	x	-18.2	1.4
NS(=O)(=O)c1ccc(CCNS(=O)(=O)Cc2ccc(Cl)cc2)cc1
 : 4.4	2.3	-2.9	2.8	11.9	0.4	x	-1.0	-11.9	0.4
COC(=O)c1c(SCC(=O)Nc2ccc(C)c(C)c2)nc(=O)[nH]c1C
 : -11.9	0.0	1.1	-8.2	2.9	0.1	-0.1	13.3	-2.9	1.3
O=C(NCc1ccccc1)c1cc(=O)nc2sc(-c3ccccc3)nn12
 : -9.6	x	x	-6.5	5.5	0.0	-4.3	x	-5.5	x
Cc1cc(OC(=O)c2ccc(C(F)(F)F)cc2)c([N+](=O)[O-])c(=O)[nH]1
 : -10.7	-1.5	x	-0.1	-7.9	1.9	-0.2	0.1	7.9	-1.3
COc1cccc(C(=O)OCC(=O)c2c(N)n(C)c(=O)n(C)c2=O)c1
 : 11.9	-2.0	x	-1.8	-2.1	0.9	0.1	5.3	2.1	-2.6
COc1ccc(C2C(C(C)=O)=C(O)C(=O)N2c2cccnc2)cc1OC (centres undefined)
 : x	1.3	x	-2.2	16.7	0.9	-1.3	x	-16.8	-1.4
c1ccc(Cc2nnc3sc(-c4ccc5c(c4)OCO5)nn23)cc1
 : 12.6	1.4	-3.8	-1.4	46.3	1.2	x	x	-46.3	0.7
CC1(C)CC(=O)c2cnn(-c3nc4ccccc4[nH]3)c2C1
 : 10.3	1.7	4.1	-2.7	-7.4	-0.9	0.0	x	7.4	2.6
CC(C)(C)C(=O)C(Cl)C(=O)Nc1ccccc1 (centres undefined)
 : -4.1	0.7	-3.1	16.9	5.2	0.1	-0.7	0.7	-5.2	0.8
CCSc1cc(N2CCCC2)nc(-c2ccc(Cl)cc2)n1
 : -0.3	1.3	-5.0	-7.9	-4.9	3.0	-0.6	-0.6	4.9	-0.9
Cc1ccc(Cl)c(NC(=S)N(CCCN2CCOCC2)Cc2ccco2)c1
 : 5.7	0.1	-2.6	-2.9	13.6	2.5	-2.3	-3.3	-13.6	-0.6
Cc1nn(C)c(C)c1CNC(=O)Nc1ccc(Cl)cc1
 : 66.9	1.3	0.8	2.7	-7.3	-0.1	-1.9	19.2	7.3	1.7
COc1ccc(NS(=O)(=O)c2ccc(C(=O)N3CCN(Cc4ccccc4)CC3)cc2)cc1
 : -8.6	6.9	-1.9	-0.2	-21.7	1.4	0.5	-1.3	21.7	4.3
Cn1cnc([N+](=O)[O-])c1Sc1ccc(C(C)(C)C)cc1
 : x	-0.6	x	7.6	-25.4	-1.0	-0.2	7.2	25.4	-0.5
CN(C)c1nc(N)c([N+](=O)[O-])c(NCc2ccccc2)n1
 : 1.5	0.2	x	2.8	-12.1	2.8	-0.2	-1.9	12.1	-0.1
Nc1nc(-c2ccccc2)nc(-c2ccccc2O)n1
 : -10.9	0.7	-2.5	0.0	-14.1	-1.5	-5.1	14.6	14.1	0.0
COC(=O)[C@@H]1[C@@H](C)N(Cc2ccccc2)C(=O)N[C@H]1c1ccccc1
 : 2.1	-1.1	1.6	8.9	3.7	1.4	-0.8	-2.4	-3.7	-2.5
CCOC(=O)C1=C(COC(=O)CNS(=O)(=O)c2ccc(NC(C)=O)cc2)NC(=O)NC1C (centres undefined)
 : 6.8	x	-0.7	-0.4	9.5	2.6	-0.3	0.6	-9.5	x
Cc1[nH]n(-c2ccccc2)c(=O)c1C=Nc1cnc2ccccc2c1
 : -5.4	6.2	-0.8	-5.1	-38.1	3.5	-0.5	x	38.1	0.4
CCc1ccc(NC(=O)Nc2ccc3c(c2)N(C)C(=O)CS3)cc1
 : 4.6	3.1	-1.3	9.1	-43.7	7.2	0.2	-2.0	43.7	-0.3
COC(=O)c1ccc(CSc2nnnn2C)o1
 : -7.0	1.6	3.6	0.1	-2.7	1.2	-0.3	x	2.7	-3.3
CC(=O)c1cccc(N(C(=O)c2csnn2)C(C(=O)NC2CCCC2)c2ccccc2)c1 (centres undefined)
 : -8.0	2.2	-3.1	-14.1	14.6	-0.3	-0.1	-1.1	-14.6	-1.3
CCCOc1ccc(N2C(=O)C3C(C(C)C)NC4(C(=O)c5ccccc5C4=O)C3C2=O)cc1 (centres undefined)
 : x	2.8	-1.6	-8.7	-3.3	0.9	0.0	-4.2	3.3	-0.6
CC(C)(C)C(=O)OC/C(N)=N/OC(=O)c1ccc(Cl)cc1
 : x	2.8	-0.8	-3.4	27.1	1.5	1.3	3.3	-27.1	0.8
O=C(CN1CCOCC1)Nc1ccccc1C(=O)O
 : 1.9	-1.2	-1.2	-6.2	27.6	-0.7	0.4	-8.2	-27.6	-1.1
CCCCc1c(C)nc2ccccc2c1SCCC(=O)O
 : 5.6	6.1	x	2.0	-3.3	5.3	-0.7	-1.1	3.3	1.2
O=C(O)C1CCN1C1CCCCC1 (centres undefined)
 : 10.0	2.1	-3.3	0.4	35.6	3.1	x	x	-35.6	1.1
O=C(c1cccc(S(=O)(=O)N2CCOCC2)c1)N1CCN(c2ccc(F)cc2)CC1
 : -7.7	0.8	-6.6	10.4	6.1	1.3	-2.2	x	-6.1	0.4
CCOC(=O)Cc1nnc(Nc2cc(C)ccc2C)c2ccccc12
 : -5.7	1.1	-7.8	-3.9	-12.7	1.2	-3.1	-7.7	12.7	3.7
COc1ccccc1-n1c([S-])c(C(=O)Nc2ccccc2C(F)(F)F)[n+]2ccc(C(=O)NCCO)cc12
 : -4.5	1.2	-0.7	-1.8	-14.3	2.9	x	-2.8	14.3	-2.2
O=C(COC(=O)c1cnccn1)Nc1cccc(F)c1
 : 0.5	-0.2	-0.1	7.1	-2.7	0.8	-1.0	1.5	2.7	1.1
O=S(=O)(c1cc(Cl)ccc1Br)N1CCCCC1
 : -11.7	2.2	-4.8	5.0	-4.8	1.9	0.3	x	4.8	-0.4

# (list continues)
# Second line of a record – MITF TRPM1 HTS	AddAB inh	CAL PDZ FP-1	Tat transport	SR-BI uptake up	phage Ecoli inh	CAL PDZ FP-2	Wnt act	SR-BI DiI inh	Ecoli viability
CN(C)S(=O)(=O)c1cccc(NC(=O)COC(=O)CCC(=O)c2ccc(F)cc2)c1
 : 9.8	4.8	2.3	-0.6	7.7	2.8	0.7	0.3	-7.7	2.3
CCOC(=O)c1cccc(NC(=O)/C=C/c2cccc([N+](=O)[O-])c2)c1
 : 18.2	0.8	x	-2.6	-72.8	2.2	-3.3	x	72.8*	-0.7
CCC(C(=O)Nc1c(C)cc(C)cc1C)N1CCCCCC1 (centres undefined)
 : x	2.2	-1.4	11.7	1.8	3.5	-1.2	-0.4	-1.8	1.6
CC1CCc2c(sc3ncnc(N4CCOCC4)c23)C1 (centres undefined)
 : x	2.6	-0.6	25.9	-17.1	0.2	-1.4	x	17.1	0.2
Cn1cc([N+](=O)[O-])c(C(=O)N/N=C/c2ccc([N+](=O)[O-])cc2)n1
 : 2.8	5.5	-5.1	-2.1	-2.4	10.9*	-0.3	x	2.4	1.4
Cc1ncc([N+](=O)[O-])n1Cc1cccc2ccccc12
 : 0.1	-2.0	0.0	0.4	-10.3	1.0	-0.1	-8.4	10.3	-0.3
O=C(O)c1ccc2c(c1)nnn2C1CCCCC1
 : x	0.4	x	-6.4	3.0	1.1	0.4	x	-3.0	-0.6
C[C@H](CO)N1C[C@H](C)[C@@H](CN(C)C(=O)Nc2ccc(C(F)(F)F)cc2)Oc2ccc(NC(=O)NC3CCCCC3)cc2C1=O
 : 4.3	1.7	-1.1	-0.7	-14.7	3.6	0.3	4.4	14.7	-1.4

# Screening data: PubChem, several laboratories
